Source: PubChem BioAssay (several laboratories)
Vc quorum ag: induces V. cholerae light production without autoinducers; activation, % at 18.7 µM; hit rate 0.16% among 350,000; V. cholerae BH1578 lux reporter, luminescence, 6 h; in the data active = activation mostly above about 9.7%, no sharp cut-off; also: not every result past the cut was called active; inactives centre near 0; reference of the scale not given here
FBA Mtb inh: Mtb fructose-bisphosphate aldolase inhibition; inhibition, % at 1 µM; AID 588726; hit rate 2.3% among 360,000; purified M. tuberculosis FBA, fluorescence read-out; in the data active = inhibition above about 27%;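 also: 0% = vehicle and 100% = reference inhibitor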
Target sequence (P9WQA3 whole entry, looked up): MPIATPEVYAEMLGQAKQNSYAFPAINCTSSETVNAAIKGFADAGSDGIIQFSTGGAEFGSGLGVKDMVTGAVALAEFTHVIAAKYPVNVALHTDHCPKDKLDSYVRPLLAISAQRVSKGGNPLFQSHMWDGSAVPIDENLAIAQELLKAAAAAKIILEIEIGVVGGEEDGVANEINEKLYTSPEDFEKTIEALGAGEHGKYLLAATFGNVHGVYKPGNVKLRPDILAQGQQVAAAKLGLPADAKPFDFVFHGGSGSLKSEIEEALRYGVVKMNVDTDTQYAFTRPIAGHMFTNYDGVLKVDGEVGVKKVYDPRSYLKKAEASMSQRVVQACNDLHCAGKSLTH
TcdB GH inh: blocks C. difficile toxin B glycohydrolase activity; TcdB glycohydrolase enzymatic assay, plate reader; hit rate 0.24% among 350,000; AID 652162; inhibition, % at 9.99 µM; in the data active = inhibition above about 10%
FadD28 FP inh: M. tuberculosis FadD28 bisubstrate binding inhibition. inhibition, % at 12.5 µM. hit rate 0.22% among 360,000. FadD28 bisubstrate probe binding, fluorescence polarization; in the data active = inhibition above about 8.5%, passing the limit was not always enough
GDH-TPI counter: GDH-TPI coupled enzyme inhibition counter-screen; GDH-TPI coupled enzyme counterscreen, NADH absorbance; inhibition, % at 4.8 µM; hit rate 1.2% among 360,000; in the data active = inhibition above about 30%;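 also: 0% = DMSO wells and 100% = wells lacking the enzyme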
BioA inh: inhibitors of Mycobacterium tuberculosis BioA enzyme. purified M. tuberculosis BioA enzyme, plate reader. inhibition, % at 9.99 µM. hit rate 0.096% among 360,000; in the data active = inhibition above about 40%
Yp Topo-I inh: blocks Yersinia pestis topoisomerase I activity. activity, % at 10 µM. AID 504884. hit rate 0.064% among 360,000. Y. pestis Topo-I cleavage product accumulation, plate reader; in the data active = activity above about 50%, passing the limit was not always enough; also: inactives centre near 2
PfHsp40 rescue: restores yeast growth despite PfHsp40 toxicity; S. cerevisiae expressing PfHsp40, growth rescue, ATP luminescence; growth rescue, % at 12.5 µM; hit rate 0.68% among 340,000; AID 504582; in the data active = growth rescue above about 28%, passing the limit was not always enough;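 also: yeast W303a lacking pdr1 and pdr3 grown in galactose medium; growth measured after three days at 30 °C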
UGM FP inh: blocks M. tuberculosis UGM enzyme | P9WIQ1 | purified UGM, fluorescence polarization probe displacement | inhibition, % at 10 µM | hit rate 0.06% among 320,000 | AID 504406; in the data active = inhibition above about 10%, passing the limit was not always enough
Target sequence (P9WIQ1 whole entry, looked up): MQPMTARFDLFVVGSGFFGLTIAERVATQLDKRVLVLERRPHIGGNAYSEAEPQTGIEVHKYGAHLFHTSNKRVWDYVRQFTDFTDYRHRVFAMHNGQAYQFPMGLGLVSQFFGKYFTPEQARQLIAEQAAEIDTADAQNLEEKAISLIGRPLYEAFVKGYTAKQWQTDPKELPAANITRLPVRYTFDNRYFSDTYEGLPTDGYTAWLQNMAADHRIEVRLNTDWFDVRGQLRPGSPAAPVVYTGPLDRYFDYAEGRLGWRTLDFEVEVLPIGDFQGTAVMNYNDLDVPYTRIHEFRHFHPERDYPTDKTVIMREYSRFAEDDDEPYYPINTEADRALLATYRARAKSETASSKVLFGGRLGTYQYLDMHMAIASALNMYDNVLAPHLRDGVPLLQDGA
Numbers without * were called inactive; i = inactive; . = not tested or not shown.

Compound,Vc quorum ag,FBA Mtb inh,TcdB GH inh,FadD28 FP inh,GDH-TPI counter,BioA inh,Yp Topo-I inh,PfHsp40 rescue,UGM FP inh
COc1ccccc1-c1nnc(SCC(=O)Nc2c(Cl)cccc2Cl)o1,i,2,.,-7.7,-4,-0.6,7,0.1,0.7
COCCNC(=S)NCCCNc1nc2cc3c(cc2cc1C#N)OCO3,i,180*,.,-1.2,5,-0.7,9,0.3,-0.3
O=C(Nc1ccccc1O)N1c2ccccc2Sc2ccccc21,-1.9,-2,1.0,-3.2,4,5.0,-6,0.7,0.8
COc1cc(NC(=O)CN2C(=O)C(c3ccccc3)=NC23CCCCCC3)cc(OC)c1,-0.4,-1,.,-3.3,3,.,-8,0.6,2.6
N/C(Cc1ccc([N+](=O)[O-])cc1)=N\OC(=O)c1ccc(Br)o1,-0.3,-3,-0.6,-2.2,7,.,-3,-0.8,0.3
CC(=O)c1[nH]c(C)c(C(C)=O)c1C,i,0,.,-1.0,9,-1.3,4,0.8,-1.6
COc1ccc(F)cc1-c1cc(C(=O)NCc2cc(C(F)(F)F)cc(C(F)(F)F)c2)[nH]n1,-0.4,-4,-0.4,-2.9,13,-0.9,-6,.,.
CN(C)c1nc(OCCNC(=O)COc2ccc(Cl)cc2Cl)nc(N(C)C)n1,i,2,.,-0.7,-8,-0.7,24,0.6,-0.4

One compound at a time, from the list above. Order of screens: Vc quorum ag | FBA Mtb inh | TcdB GH inh | FadD28 FP inh | GDH-TPI counter | BioA inh | Yp Topo-I inh | PfHsp40 rescue | UGM FP inh
Record of CC(=O)c1[nH]c(C)c(C(C)=O)c1C → i | 0 | . | -1.0 | 9 | -1.3 | 4 | 0.8 | -1.6
Record of CN(C)c1nc(OCCNC(=O)COc2ccc(Cl)cc2Cl)nc(N(C)C)n1 → i | 2 | . | -0.7 | -8 | -0.7 | 24 | 0.6 | -0.4

The list continues.
Compound,Vc quorum ag,FBA Mtb inh,TcdB GH inh,FadD28 FP inh,GDH-TPI counter,BioA inh,Yp Topo-I inh,PfHsp40 rescue,UGM FP inh
COc1cc(C)ccc1S(=O)(=O)n1nc(C)cc1C,i,5,0.2,-0.8,2,-0.6,-9,0.4,-3.0
c1ccc(-c2sc3ccccc3c2-c2ccc(OCCN3CCOCC3)cc2)cc1,i,5,.,-2.6,0,-1.4,-11,1.3,-0.2
Cc1ccc(NC(=O)CSc2nccn(-c3ccc4c(c3)OCCO4)c2=O)cc1,-0.4,1,2.0,0.3,2,.,12,-0.9,-0.9
O=C(O)CCCC(=O)NCCc1cccc(Cl)c1,3.1,-2,.,-2.7,0,-0.2,-2,-0.4,0.0
O=C1C2C3C=CC(C3)C2C(=O)N1c1ncn[nH]1 (stereo not drawn),-0.1,0,.,0.2,0,.,2,0.1,0.6
COc1cccc(CCNCc2cccc(C(F)(F)F)c2)c1,-0.2,-4,1.0,-0.3,4,2.3,6,-0.4,3.6
Cc1cc(C(=O)N/N=C/c2cccc([N+](=O)[O-])c2)c2ccccc2n1,-0.3,-2,2.3,-1.9,11,.,-6,34*,1.3
Cc1ccc(S(=O)(=O)N2CCN(S(C)(=O)=O)C2c2ccccc2)cc1 (stereo not drawn),-1.0,-3,.,-4.6,-4,0.6,-5,2.7,-1.2
COCCn1nnnc1C(C(C)C)N(Cc1cccnc1)Cc1ccccc1Cl (stereo not drawn),.,2,.,-4.1,-5,0.5,3,0.1,1.2
Cc1n[nH]c(=O)c2c(NC(=O)CSc3nncn3C(C)C)oc(C)c12,0.7,-2,1.0,-2.5,-7,-0.9,0,0.4,-0.9
COc1ccc(C(=O)C[n+]2cccc(C(N)=O)c2)cc1,i,0,1.4,-1.9,1,-0.3,-2,0.6,0.6
CC1CC(C)CN(C(=O)CSc2nnc(-c3ccc(Cl)cc3)o2)C1 (stereo not drawn),-0.4,2,-1.1,-0.7,10,-6.9,-9,2.2,-1.6
Cc1ccc(CNC(=O)Nc2ccc(Cl)cc2)cc1,i,-1,0.4,-4.4,-1,-0.9,-6,0.5,-1.9
O=C(NC1CCSc2ccccc21)c1cc(S(=O)(=O)N2CCOCC2)ccc1F (stereo not drawn),i,-2,0.3,-2.8,-1,0.5,13,-0.5,0.8
O=C(NCc1ccccn1)C(=O)N/N=C/c1ccc2c(c1)OCO2,i,-3,1.0,0.3,23,.,-7,-0.7,-0.5
CCOc1ccc(C(C)=O)cc1COC(=O)c1cnc(Cl)c(Cl)c1,-0.8,7,-0.7,0.5,7,.,5,-0.4,-3.6

Quoted from the listing:
O=C(NCc1ccccn1)C(=O)N/N=C/c1ccc2c(c1)OCO2 in TcdB GH inh = 1.0
Cc1n[nH]c(=O)c2c(NC(=O)CSc3nncn3C(C)C)oc(C)c12 in GDH-TPI counter = -7
Cc1ccc(CNC(=O)Nc2ccc(Cl)cc2)cc1 in UGM FP inh = -1.9
CC1CC(C)CN(C(=O)CSc2nnc(-c3ccc(Cl)cc3)o2)C1 (stereo not drawn) in FBA Mtb inh = 2
COc1ccc(C(=O)C[n+]2cccc(C(N)=O)c2)cc1 in UGM FP inh = 0.6
CCOc1ccc(C(C)=O)cc1COC(=O)c1cnc(Cl)c(Cl)c1 in Yp Topo-I inh = 5
O=C(NC1CCSc2ccccc21)c1cc(S(=O)(=O)N2CCOCC2)ccc1F (stereo not drawn) in Yp Topo-I inh = 13

Carrying on:
Compound,Vc quorum ag,FBA Mtb inh,TcdB GH inh,FadD28 FP inh,GDH-TPI counter,BioA inh,Yp Topo-I inh,PfHsp40 rescue,UGM FP inh
C=CCn1c(SCC(=O)Nc2cc(C)on2)nc2c([nH]c3ccccc32)c1=O,0.6,3,1.3,-1.4,11,-2.7,4,-0.2,1.4
N=c1c2c(ncn1Cc1ccco1)Oc1cc(O)ccc1C2c1ccccc1 (stereo not drawn),i,4,-0.4,-2.3,14,1.5,2,-0.5,0.5
CC(Nc1ccc2ccccc2c1)C(=O)N/N=C/c1ccncc1 (stereo not drawn),0.4,2,-0.4,0.9,3,4.5,0,0.3,1.3
COC1CC(NC(C)=O)C(OC(=O)c2ccccc2)C(CBr)O1 (stereo not drawn),-4.5,3,-0.3,0.2,17,-4.8,-2,.,.
COc1ccc(CCC(=O)NC2CCC(C)CC2)cc1 (stereo not drawn),-0.3,0,0.4,1.4,0,-1.0,5,2.6,-2.1
O=C1C2N=NN(CC(=O)N3N=C(c4cccc5ccccc45)CC3c3ccccc3)C2C(=O)N1c1ccccc1 (stereo not drawn),5.0,11,.,-5.8,20,-2.6,31,-1.2,3.2
N#CC[C@H](Cc1ccccc1)N1CCN(Cc2ccccc2)CCC1=O,0.1,-2,1.0,-2.6,5,7.6,7,-0.8,1.9
CCOC(=O)COc1nc2ccc(Br)cc2c(-c2ccccc2)c1C(C)=O,i,-2,-5.0,.,-1,1.4,2,-1.5,6.3

The last three compounds of the part above are carried over, then new ones follow.
Compound,Vc quorum ag,FBA Mtb inh,TcdB GH inh,FadD28 FP inh,GDH-TPI counter,BioA inh,Yp Topo-I inh,PfHsp40 rescue,UGM FP inh
O=C1C2N=NN(CC(=O)N3N=C(c4cccc5ccccc45)CC3c3ccccc3)C2C(=O)N1c1ccccc1 (stereo not drawn),5.0,11,.,-5.8,20,-2.6,31,-1.2,3.2
N#CC[C@H](Cc1ccccc1)N1CCN(Cc2ccccc2)CCC1=O,0.1,-2,1.0,-2.6,5,7.6,7,-0.8,1.9
CCOC(=O)COc1nc2ccc(Br)cc2c(-c2ccccc2)c1C(C)=O,i,-2,-5.0,.,-1,1.4,2,-1.5,6.3
COC(=O)c1cccc(NC(=O)CSCc2ccccc2)c1,i,-1,1.4,-2.5,7,-0.2,-4,0.3,-0.5
COc1ccc(/C=C/C(=O)NC(C)C)cc1Br,i,1,.,0.3,-1,-1.3,-1,0.5,-0.5
Cc1nnc(Cc2ccco2)c2n[nH]c(C)c12,i,0,0.9,-0.5,12,-1.1,7,.,.
COc1ccc(NC(=O)CN(C)CC(=O)N(C)C2(C#N)CCC(C)CC2)cc1 (stereo not drawn),i,6,1.2,.,-2,-0.7,5,-0.2,2.4
NNC(=O)CCCNc1ncc(C(F)(F)F)cc1Cl,-0.2,-1,0.0,-0.7,1,-1.1,6,-0.8,1.0
Cc1cc(C)n(C(=O)Cc2cn3ccsc3n2)n1,i,-3,.,0.3,2,-2.6,-2,-0.7,-1.9
C/C(=N/NC(=O)CNC(=O)/C=C/c1ccccc1)c1ccco1,-5.8,1,1.2,-2.3,0,-1.3,4,0.0,-0.3
CCOC(=O)c1c(C)[nH]c(C)c1C(=O)COC(=O)c1nn(CC)c(=O)c2ccccc12,-0.2,-1,2.1,-0.8,1,0.2,11,.,.
CC1CCc2[nH]c3ccc(C(=O)N(C)CC(=O)Nc4ccccc4Br)cc3c2C1 (stereo not drawn),i,3,0.8,-1.9,1,1.0,16,0.8,1.9
CC(C)NC(=O)NC(=O)COC(=O)C1CCCN1C(=O)c1cccs1 (stereo not drawn),.,6,.,-2.4,9,0.1,1,-1.4,-1.2
O=C(COC(=O)Cc1c(F)cccc1Cl)NCCC1=CCCCC1,3.8,-2,.,-2.8,-5,-0.2,30,0.2,-0.9
O=C(NCC1CCCO1)c1ccc(/C=N/O)nc1 (stereo not drawn),i,-1,.,-1.0,0,-1.5,3,0.2,1.7
O=C(NCc1ccc(F)cc1)c1cc(-c2cccs2)on1,i,1,.,0.8,3,-2.0,-2,-0.1,-2.3
O=C(CCc1ccccc1)NNC(=O)c1ccc(Cl)cc1,-0.6,-5,2.9,-3.6,-1,8.6,-2,-1.0,0.1

Hits appear at their usual frequency; about 4.6% have a hit in one of these screens.
